Screening results as filed in PubChem BioAssay.
hIAP activ = human IAP activation. P09923. purified human IAP, CDP-Star luminescence, 30 min; stronger effect = higher value; 1 = vehicle-only enzyme, 0 = enzyme-free background. activation factor at 10 µM. 330,000 compounds, 0.16% hits;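 active = activation factor of the enzyme at least 2-fold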; note: the source names both 10 and 20 µM as test concentration; values of inactives mirror those of a sister screen read the other way
PfGluPho inh = PfG6PD (Plasmodium falciparum) enzyme inhibition; inhibition, % at 20 µM; AID 504690; 350,000 compounds, 0.78% hits; PfGluPho enzyme, NADPH resazurin-diaphorase fluorescence;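 active = inhibition reaching at least a set limit at 20 µM in the primary screen, cut at about 59% in these data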;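 note: 0% = DMSO wells with substrate and 100% = DMSO wells lacking glucose-6-phosphate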
MPTP inh = blocks calcium-induced mitochondrial swelling | isolated mouse mitochondria, Ca2+ swelling absorbance, 30 min | inhibition, % at 10 µM | 360,000 compounds, 1.4% hits | AID 602449;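 active = inhibition of 50% or more, scaled per plate between neutral and stimulator controls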;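 note: 0% = DMSO wells given calcium and 100% = 1 mM EGTA wells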
SENP8 inh = blocks human SENP8 cleavage of Nedd8 substrate | Q96LD8 | recombinant SENP8, Nedd8 substrate fluorescence | inhibition, % at 20 µM | 360,000 compounds, 0.64% hits; in the data active = inhibition mostly above about 40%, no sharp cut-off; inactive = mostly below about 27%
SENP1 inh = SENP1 (human) catalytic domain inhibition; Q9P0U3; recombinant SENP1 catalytic domain, CyPet-SUMO1-YPet FRET cleavage; inhibition, % at 10 µM; 360,000 compounds, 0.21% hits;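 active = inhibition at least 30% at 10 µM, raw YFP signal under a set limit, fluorescence ratio 0.5 to 1.5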;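 note: 0% = enzyme with DMSO and 100% = no enzyme wells; some results filed as inactive read as strong as hits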
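Compound: 10 µM single point, 0.5% DMSO; Test system: hSENP1 catalytic domain, recombinant; Timing: 50 min reaction at room temperature; Technique: FRET, CFP and YFP emission; Control set: no-enzyme wells low, DMSO-plus-enzyme wells high control.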
ATG4B inh = ATG4B (human) cysteine protease inhibition | Q9Y4P1 | ATG4B cleavage of LC3-PLA2, NBD-HPC fluorescence, 1 h | inhibition, % at 8.33 µM | 340,000 compounds, 0.51% hits; in the data active = inhibition above about 40%
Target sequence (Q9Y4P1 whole entry, looked up): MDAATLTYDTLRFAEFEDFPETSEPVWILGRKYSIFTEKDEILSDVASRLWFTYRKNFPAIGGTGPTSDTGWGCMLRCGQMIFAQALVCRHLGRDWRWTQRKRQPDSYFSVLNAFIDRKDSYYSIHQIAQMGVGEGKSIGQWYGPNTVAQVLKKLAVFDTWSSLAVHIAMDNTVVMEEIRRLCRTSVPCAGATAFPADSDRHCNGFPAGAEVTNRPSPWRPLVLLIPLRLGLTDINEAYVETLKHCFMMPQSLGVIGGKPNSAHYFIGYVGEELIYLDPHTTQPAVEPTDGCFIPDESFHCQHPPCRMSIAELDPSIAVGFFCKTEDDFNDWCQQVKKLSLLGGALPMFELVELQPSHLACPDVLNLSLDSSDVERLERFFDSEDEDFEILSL
SENP6 inh = inhibitors of human SENP6 protease; Q9GZR1; Recombinant SENP6 catalytic domain, aminoluciferin luminescence; inhibition, % at 10 µM; 330,000 compounds, 1.8% hits; AID 2599;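 active = inhibition above about 50% at the single tested dose, limit read from the data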;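 note: plate controls were DMSO wells with enzyme for no effect and DMSO wells lacking enzyme for full effect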
Target sequence (Q9GZR1 628-1112 limits assumed): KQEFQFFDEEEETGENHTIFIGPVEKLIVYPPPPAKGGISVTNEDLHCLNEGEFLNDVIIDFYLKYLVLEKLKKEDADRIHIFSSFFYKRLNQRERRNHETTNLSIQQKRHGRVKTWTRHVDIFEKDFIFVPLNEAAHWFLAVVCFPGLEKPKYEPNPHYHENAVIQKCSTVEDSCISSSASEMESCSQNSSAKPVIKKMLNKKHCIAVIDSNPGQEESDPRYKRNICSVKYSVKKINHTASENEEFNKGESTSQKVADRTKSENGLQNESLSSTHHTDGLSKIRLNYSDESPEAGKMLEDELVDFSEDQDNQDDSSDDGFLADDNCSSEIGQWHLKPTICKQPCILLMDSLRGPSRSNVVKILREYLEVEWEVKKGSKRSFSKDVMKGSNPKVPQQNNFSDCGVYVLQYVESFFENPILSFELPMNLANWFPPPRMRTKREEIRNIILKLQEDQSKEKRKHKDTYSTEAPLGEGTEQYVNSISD
NR3A LBD binder = NR3A (human) ligand-binding domain modulation; NR3A LBD differential scanning fluorimetry, Tm shift; 0% = protein alone, 100% = glycine-bound protein; Tm shift relative to glycine control, % at 25 µM; 340,000 compounds, 2.5% hits;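 active = melting temperature shift of at least 10% of the positive control shift, at one fixed dose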
The depositor's hits bear a star.

O=P(c1ccc2c(c1)OCCO2)(N1CCOCC1)N1CCOCC1 was read as hIAP activ 0.91, PfGluPho inh -23, MPTP inh 1.7, SENP8 inh 15, SENP1 inh 0, ATG4B inh 3, SENP6 inh -3 and NR3A LBD binder -3.
O=c1oc2ccccc2c(NC2CCCCC2)c1NS(=O)(=O)c1ccc(Br)cc1 was read as hIAP activ 1.4, PfGluPho inh -17, MPTP inh -1.4, SENP8 inh -13, SENP1 inh -1, ATG4B inh 16, SENP6 inh -17 and NR3A LBD binder -16.
Screening COCCn1c(Cc2ccccc2)nnc1SCC(=O)NC1CCCCC1 returned hIAP activ 1.2, PfGluPho inh -8, MPTP inh -1.5, SENP8 inh 10, SENP1 inh 0, ATG4B inh -6, SENP6 inh -26 and NR3A LBD binder 3.
Screening COc1ccc(C2CC(c3ccc(F)cc3)Nc3nc(N)nn32)cc1OC (configuration not stated) returned hIAP activ 0.92, PfGluPho inh 1, MPTP inh -2.1, SENP8 inh 13, SENP1 inh 0, ATG4B inh -4, SENP6 inh -9 and NR3A LBD binder 2.
O=[N+]([O-])c1ccc(NC(=S)N2CCN(c3ccccc3)CC2)cc1 was read as hIAP activ 0.99, PfGluPho inh 30, MPTP inh 72*, SENP8 inh 35, SENP1 inh 0, ATG4B inh -2, SENP6 inh 11 and NR3A LBD binder -8.
Clc1cccc(CSc2ccc(-c3ccco3)nn2)c1 was read as hIAP activ 0.95, PfGluPho inh 13, MPTP inh 11, SENP8 inh -4, SENP1 inh -1, ATG4B inh -1, SENP6 inh -7 and NR3A LBD binder 0.
Screening O=C(NNc1nc(N2CCOCC2)nc(N2CCOCC2)n1)c1ccccc1 returned PfGluPho inh -3, MPTP inh -1.3, SENP8 inh 10, SENP1 inh 0, ATG4B inh 1 and NR3A LBD binder 1.
COc1cc2nc(C3CCC3)n(NC(=O)C3CCC3)c(=O)c2cc1OC was read as hIAP activ 1.1, PfGluPho inh 1, MPTP inh 1.6, SENP8 inh 11, SENP1 inh 2, ATG4B inh -13, SENP6 inh -7 and NR3A LBD binder -2.
O=C(O)CCC(=O)N1CCN(Cc2ccc3c(c2)OCO3)CC1 was read as hIAP activ 0.94, PfGluPho inh -3, MPTP inh -0.1, SENP8 inh 16, SENP1 inh 0, ATG4B inh 4, SENP6 inh 11 and NR3A LBD binder 1.
Cc1cc(/C=N/NC(=O)c2ccsc2)c(C)n1-c1cnccn1 was read as hIAP activ 0.94, PfGluPho inh -16, MPTP inh 0.3, SENP8 inh 18, SENP1 inh 0, ATG4B inh 4, SENP6 inh -7 and NR3A LBD binder -1.
`COc1ccccc1NC(=S)NCc1ccc(S(N)(=O)=O)cc1` gave hIAP activ 0.99, PfGluPho inh -1, MPTP inh -2.4, SENP8 inh 12, SENP1 inh 2, ATG4B inh 11, SENP6 inh -22 and NR3A LBD binder -1.
For O=S(=O)(Nc1cccc2nsnc12)c1ccccc1 the results were hIAP activ 1.1, PfGluPho inh 24, MPTP inh -0.1, SENP8 inh -8, SENP1 inh 14, ATG4B inh 0, SENP6 inh -19 and NR3A LBD binder -1.
CCN(CC)C(=O)[C@H]1C[C@H](CC(=O)NCCc2ccccn2)C(=O)N2CCc3c([nH]c4cc(-c5ccco5)ccc34)[C@]12C was read as PfGluPho inh -11, MPTP inh 0.4, SENP8 inh -359, SENP1 inh -10 and NR3A LBD binder -1.
Screening CN1CCN(C(=O)C2=C[C@H](c3coc4ccccc4c3=O)C[C@H](OCCCCO)O2)CC1 returned hIAP activ 0.92, PfGluPho inh -10, MPTP inh 0.6, SENP8 inh 14, SENP1 inh -1, ATG4B inh -6, SENP6 inh -11 and NR3A LBD binder -1.
`CCOc1ccccc1N1Cc2cc(C)c(C)cc2C1` gave hIAP activ 0.9, PfGluPho inh 10, MPTP inh 3.1, SENP8 inh 0, SENP1 inh -2, ATG4B inh -21, SENP6 inh 14 and NR3A LBD binder -1.
`COc1nc(N(c2ccccc2)c2ccccc2)nc(-n2ccnc2)n1` gave hIAP activ 1.1, PfGluPho inh -34, MPTP inh -1.2, SENP8 inh 12, SENP1 inh 0, ATG4B inh -4, SENP6 inh 8 and NR3A LBD binder 0.
`CC1=C(C(=O)N2CCOCC2)CC(CC(=O)NCc2ccco2)C(=O)N1Cc1ccc(C(C)(C)C)cc1` (configuration not stated) gave PfGluPho inh -5, MPTP inh 0.7, SENP8 inh 10 and SENP1 inh 1.
CN1CCN(NC(=S)Nc2ccc(OC(F)F)cc2)CC1 was read as hIAP activ 1.1, PfGluPho inh -12, MPTP inh 13, SENP8 inh 18, SENP1 inh 1, ATG4B inh 4, SENP6 inh -14 and NR3A LBD binder 0.
CCc1nc(SCC(=O)NC2CCCC2)c2oc3ccccc3c2n1 was read as hIAP activ 0.72, PfGluPho inh 10, MPTP inh 6.0, SENP8 inh 2, SENP1 inh 2, ATG4B inh 3, SENP6 inh -20 and NR3A LBD binder 1.
`COc1ccc(CCN(C)C(=S)Nc2ccc(SC(F)F)cc2)cc1OC` gave hIAP activ 1.1, PfGluPho inh 9, MPTP inh -0.8, SENP8 inh 13, SENP1 inh 2, ATG4B inh -1, SENP6 inh -6 and NR3A LBD binder -7.
For CCN1CCN(C(c2ccccc2OC)c2nnnn2C2CCCCC2)CC1 (configuration not stated) the results were hIAP activ 0.98, PfGluPho inh -17, MPTP inh -1.0, SENP8 inh 13, SENP1 inh 2, ATG4B inh 1, SENP6 inh -12 and NR3A LBD binder -7.
CN(CC(=O)Nc1cc(S(=O)(=O)N2CCCC2)ccc1Cl)Cc1cccs1 was read as hIAP activ 0.96, PfGluPho inh -2, MPTP inh 5.0, SENP8 inh 9, SENP1 inh 1, ATG4B inh -1, SENP6 inh -2 and NR3A LBD binder -1.
Screening COc1cccc(NC(=O)C(C#N)Cc2ccncc2)c1 (configuration not stated) returned hIAP activ 1.1, PfGluPho inh -6, MPTP inh 2.8, SENP8 inh 17, SENP1 inh 2, ATG4B inh -7, SENP6 inh 13 and NR3A LBD binder 0.
Screening Nc1ccc(Oc2ccc(Br)cc2)cc1 returned hIAP activ 0.98, PfGluPho inh -3, MPTP inh 44, SENP8 inh 15, SENP1 inh 0, ATG4B inh 12, SENP6 inh -8 and NR3A LBD binder -4.
Screening CCCCN(Cc1ccccc1)S(=O)(=O)c1ccc2[nH]c(=O)oc2c1 returned hIAP activ 1.2, PfGluPho inh -38, MPTP inh 7.6, SENP8 inh 8, SENP1 inh 1, ATG4B inh -2, SENP6 inh 5 and NR3A LBD binder -4.
CCN(CC)CCN1C(=O)C(=O)/C(=C(/O)c2ccc(F)cc2)C1c1ccncc1 (configuration not stated) was read as hIAP activ 0.9, PfGluPho inh -17, MPTP inh -2.3, SENP8 inh 10, SENP1 inh -1, ATG4B inh 0, SENP6 inh 7 and NR3A LBD binder 3.
For CCOC(=O)c1ccc2ncc(-c3ccccc3)nc2c1 the results were PfGluPho inh 1, MPTP inh -0.6, SENP8 inh 5, SENP1 inh 1, ATG4B inh -4 and NR3A LBD binder 3.
For C=CCNC(=O)c1ccc2c(c1)N(CC)C(=O)c1ccccc1S2 the results were hIAP activ 1, PfGluPho inh -4, MPTP inh 0.1, SENP8 inh 10, SENP1 inh 0, ATG4B inh -9, SENP6 inh -23 and NR3A LBD binder -2.
`CC(C)C(=O)Nc1ccc(S(=O)(=O)N2CCC(c3nc4ccccc4[nH]3)CC2)cc1` gave hIAP activ 1.1, PfGluPho inh -8, MPTP inh -0.1, SENP8 inh 6, SENP1 inh 1, ATG4B inh -11, SENP6 inh -6 and NR3A LBD binder -3.
For O=C(NCCCN1CCOCC1)C(=O)N/N=C/c1ccccc1O the results were hIAP activ 2*, PfGluPho inh -61, MPTP inh 0.3, SENP8 inh 23, SENP1 inh 1, ATG4B inh 6, SENP6 inh 14 and NR3A LBD binder 0.

Reprinted from the part before: four compounds, then new ones.
For CCOC(=O)c1ccc2ncc(-c3ccccc3)nc2c1 the results were PfGluPho inh 1, MPTP inh -0.6, SENP8 inh 5, SENP1 inh 1, ATG4B inh -4 and NR3A LBD binder 3.
For C=CCNC(=O)c1ccc2c(c1)N(CC)C(=O)c1ccccc1S2 the results were hIAP activ 1, PfGluPho inh -4, MPTP inh 0.1, SENP8 inh 10, SENP1 inh 0, ATG4B inh -9, SENP6 inh -23 and NR3A LBD binder -2.
`CC(C)C(=O)Nc1ccc(S(=O)(=O)N2CCC(c3nc4ccccc4[nH]3)CC2)cc1` gave hIAP activ 1.1, PfGluPho inh -8, MPTP inh -0.1, SENP8 inh 6, SENP1 inh 1, ATG4B inh -11, SENP6 inh -6 and NR3A LBD binder -3.
For O=C(NCCCN1CCOCC1)C(=O)N/N=C/c1ccccc1O the results were hIAP activ 2*, PfGluPho inh -61, MPTP inh 0.3, SENP8 inh 23, SENP1 inh 1, ATG4B inh 6, SENP6 inh 14 and NR3A LBD binder 0.
`Cc1c(C)[n+](=O)c(-c2cccs2)c(C)n1[O-]` gave hIAP activ 0.66, PfGluPho inh 4, MPTP inh 1.1, SENP8 inh 32, SENP1 inh -1, ATG4B inh 1, SENP6 inh -8 and NR3A LBD binder 0.
For Cc1ccc(NC(=O)CN2CCC(C(=O)c3ccc(F)cc3)CC2)cc1 the results were hIAP activ 1.1, PfGluPho inh -6, MPTP inh -0.8, SENP8 inh 8, SENP1 inh -1, ATG4B inh -3, SENP6 inh 10 and NR3A LBD binder -1.
Screening CCOc1ccccc1OCC(=O)Nc1cc(C)on1 returned hIAP activ 1.1, PfGluPho inh -7, MPTP inh -1.2, SENP8 inh 2, SENP1 inh -1, ATG4B inh -5, SENP6 inh -11 and NR3A LBD binder 1.
`CC1(C)SC2C(C(=O)O)N=C(Cc3ccccc3)N2C1C(=O)O` (configuration not stated) gave PfGluPho inh -24, MPTP inh -1.9, SENP8 inh 32, SENP1 inh 6, ATG4B inh -2 and NR3A LBD binder -3.
Screening O=C(CCCCCCCCC(=O)N1CCCCC1)N1CCCCC1 returned PfGluPho inh 7, MPTP inh 0.1, SENP8 inh 18, SENP1 inh 0, ATG4B inh 1 and NR3A LBD binder 0.
For CSCCC(NC(=O)c1ccc(C(C)(C)C)cc1)C(=O)OCC(=O)N1CCCC1=O (configuration not stated) the results were hIAP activ 1.1, PfGluPho inh 3, MPTP inh -2.5, SENP8 inh 2, SENP1 inh 4, ATG4B inh -49, SENP6 inh -1 and NR3A LBD binder 1.
For O=c1[nH]c2c(s1)C(c1ccccc1)C1C3CCC(C3)C1S2 (configuration not stated) the results were hIAP activ 1.2, PfGluPho inh -27, MPTP inh 1.0, SENP8 inh 22, SENP1 inh -22, ATG4B inh 8, SENP6 inh 10 and NR3A LBD binder 0.
For CN1CCN(C(=O)CN2C(=O)CC(C)(C)S(=O)(=O)c3ccccc32)CC1 the results were hIAP activ 1.1, PfGluPho inh 8, MPTP inh -0.2, SENP8 inh 11, SENP1 inh -1, ATG4B inh -12 and SENP6 inh 9.
For CCOC(=O)c1c(N)sc(C(O)(C(F)(F)F)C(F)(F)F)c1-c1ccc(OC)cc1OC the results were hIAP activ 1.1, PfGluPho inh 8, MPTP inh 2.1, SENP8 inh -1, SENP1 inh 0, ATG4B inh -3, SENP6 inh -16 and NR3A LBD binder -4.
`CCSC1=C(C#N)C(c2cccc(Br)c2)CC(=O)N1` (configuration not stated) gave hIAP activ 0.9, PfGluPho inh -2, MPTP inh 0.6, SENP8 inh 10, SENP1 inh -1, ATG4B inh -2, SENP6 inh -13 and NR3A LBD binder 1.
`O=C(c1ccccc1Br)N1CCN(c2ccccn2)CC1` gave hIAP activ 1.1, PfGluPho inh -4, MPTP inh 0.0, SENP8 inh 1, SENP1 inh -2, ATG4B inh -7, SENP6 inh 23 and NR3A LBD binder 1.
